# Shiga toxin inh: Shiga toxin inhibition; Vero cells, Shiga toxin protein synthesis inhibition reporter; inhibition, % at 38.7 µM; actives 9.2% (n = 290,000); AID 2315; in the data active = inhibition mostly above about 28%, no sharp cut-off; inactive = mostly below about 43%; also: 0% is about no effect
# Pf growth 96h: P. falciparum growth inhibition at 96 hour, primary screen for plastid delayed-death inhibitors; P. falciparum luciferase reporter growth, 96 h; Potency, µM (series often up to 28.7 µM), for inactives: at the highest dose activity change, negative = inhibition, actives largely listed as inhibitors; actives 6.9% (n = 320,000); also: potency is read from the fitted curve at half-maximal effect; % is scaled to controls: 0 for no effect and ±100 for the full control effect
#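 Luminescence readout: decreased luciferase signal marks inhibited growth of reporter-expressing P. falciparum in infected red cells (2% hematocrit, 0.05% parasitemia final), exposed to compound two generations (96 h, 37 C, 5% CO2).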
# Tb PYK inh: inhibitors of Trypanosoma brucei pyruvate kinase. Q57TT1. TbPYK enzyme, Kinase-Glo Plus ATP luminescence, 45 min. Potency, µM (titrated, usually from 76.8 µM), for inactives: at the top dose activity, negative = inhibition, actives largely listed as inhibitors. actives 0.12% (n = 410,000). AID 624173; also: potency is read from the fitted curve at half-maximal effect; % is scaled to controls: 0 for no effect and ±100 for the full control effect; nearly all actives have a fitted effect of over 50% in size
#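 ADP (130 uM final) triggers the TbPYK reaction after compound addition; incubation is 45 min at room temperature. Kinase-Glo Plus is then added and luminescence imaged. Normalized data are fitted to concentration-effect curves.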
# Pf growth 48h: inhibits P. falciparum growth in the first generation, 48 h | P. falciparum luciferase growth in erythrocytes, 48 h | AID 504832 | actives 5.9% (n = 310,000) | Potency, µM (top dose mostly 28.7 µM), for inactives: top-dose activity change, negative = inhibition, usual class: inhibitors; also: potency is read from the fitted curve at half-maximal effect; % is scaled to controls: 0 for no effect and ±100 for the full control effect
#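 Read-out is firefly luciferase luminescence from an integrated reporter in P. falciparum, so falling signal marks reduced parasite growth. Infected erythrocytes were at 2% hematocrit and 0.1% parasitemia (final) in Albumax-supplemented RPMI 1640.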
# AmpC no deterg: inhibitors of E. coli AmpC beta-lactamase without detergent; AmpC nitrocefin hydrolysis, absorbance 480 nm, 0.0001% Triton; P00811; actives 0.52% (n = 330,000); Potency, µM (titrated, usually from 57.1 µM), for inactives: at the highest dose activity change, negative = inhibition, hits mostly inhibitors;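 also: potency is read from the fitted curve at half-maximal effect; plate controls were no compound for no effect and no enzyme for full effect; nearly all actives have a fitted effect of over 20% in size; some results filed as inactive show a strong effect at the top dose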
# Target sequence (P00811 whole entry, looked up): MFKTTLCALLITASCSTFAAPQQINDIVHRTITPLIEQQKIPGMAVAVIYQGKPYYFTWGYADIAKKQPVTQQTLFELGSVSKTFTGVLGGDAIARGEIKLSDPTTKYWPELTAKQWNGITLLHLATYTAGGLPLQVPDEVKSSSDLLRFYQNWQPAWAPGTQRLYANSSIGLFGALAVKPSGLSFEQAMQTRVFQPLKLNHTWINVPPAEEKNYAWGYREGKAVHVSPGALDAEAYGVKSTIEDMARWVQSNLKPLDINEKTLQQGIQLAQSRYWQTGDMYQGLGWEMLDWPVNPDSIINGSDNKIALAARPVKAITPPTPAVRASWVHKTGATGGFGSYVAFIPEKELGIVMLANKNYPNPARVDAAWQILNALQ
#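 AmpC (5.3 nM in the dispensed reagent) in 20 mM phosphate pH 7.0 with 0.01% (detergent screen) or 0.0001% Triton X-100 was preincubated with compounds for 15 min at room temperature. Nitrocefin was then added from an 800 uM solution, and hydrolysis was followed at 480 nm.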
# Cycloheximide cs: counter-screen for Shiga toxin inhibitors: cycloheximide protein synthesis inhibition | cell reporter, cycloheximide protein synthesis inhibition counterscreen | max response, % | actives 12% (n = 300,000) | AID 2314; in the data active = max response mostly above about 13%, no sharp cut-off; inactive = mostly below about 14%; also: read at 38.3 µM for the half of the compounds with a filed dose; 0% is about no effect
# LmPK inh: LmPK (Leishmania mexicana) enzyme inhibition; Potency, µM (series often up to 57.5 µM), for the others: top-dose activity change, negative = inhibition, hits mostly inhibitors; purified LmPK, Kinase-Glo ATP luminescence, 1 h; actives 0.37% (n = 290,000); AID 1721; Q27686; also: potency is read from the fitted curve at half-maximal effect; % is scaled to controls: 0 for no effect and ±100 for the full control effect
# Target sequence (Q27686 whole entry, looked up): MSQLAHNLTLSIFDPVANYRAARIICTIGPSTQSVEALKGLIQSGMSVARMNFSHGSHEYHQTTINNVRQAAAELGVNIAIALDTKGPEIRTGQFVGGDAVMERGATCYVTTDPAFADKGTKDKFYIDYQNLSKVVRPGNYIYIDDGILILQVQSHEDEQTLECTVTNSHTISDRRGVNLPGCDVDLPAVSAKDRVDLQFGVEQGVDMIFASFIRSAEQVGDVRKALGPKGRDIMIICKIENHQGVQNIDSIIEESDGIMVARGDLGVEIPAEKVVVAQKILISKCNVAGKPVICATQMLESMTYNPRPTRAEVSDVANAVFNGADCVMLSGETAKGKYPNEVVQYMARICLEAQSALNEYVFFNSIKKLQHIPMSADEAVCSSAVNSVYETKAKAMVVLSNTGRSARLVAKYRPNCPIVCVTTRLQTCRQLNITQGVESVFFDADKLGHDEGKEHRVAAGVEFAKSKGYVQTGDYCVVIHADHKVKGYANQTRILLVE
#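 In 50 mM imidazole pH 7.2 with 7 mM MgCl2, LmPK (0.1 nM) turned over PEP (0.5 mM) and ADP (0.1 mM) for 1 h at room temperature. Luciferase read-out of ATP.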
# Active calls of the source: *; ? = inconclusive; / = no result given; [ ] = dose if it differs, or a comment. Unless noted, calls follow the shape of the dose curve; as a rule, active = well fitted curve in the direction sought with a large enough effect; inconclusive = small, poorly fitted or top-dose-only effect, or another doubt; inactive = no such curve, though single readings can be large; an effect the other way counts as inactive or inconclusive.
# A first look (four entries):
SMILES,Shiga toxin inh,Pf growth 96h,Tb PYK inh,Pf growth 48h,AmpC no deterg,Cycloheximide cs,LmPK inh
CN(Cc1cccc(F)c1)C(=O)Cc1ccc(S(=O)(=O)N2CCOCC2)s1,/,?,0%,?,16%,/,/
COCCN(C(=O)Cc1cccs1)C(C(=O)NC1CCCC1)c1cc(OC)c(OC)c(OC)c1 (stereo not drawn),111*,20%,-4%,41%[activator],-28%,49*,2%
[O-][n+]1cccc(CO)c1,/,9%,2%,6%,/,/,/
Cc1c(NC(=O)Nc2cccc(Cl)c2Cl)c(=O)n(-c2ccccc2)n1C,-14,-6%,-8%,17%,13%,-4,9%

# Results, previewed entries included:
SMILES,Shiga toxin inh,Pf growth 96h,Tb PYK inh,Pf growth 48h,AmpC no deterg,Cycloheximide cs,LmPK inh
CN(Cc1cccc(F)c1)C(=O)Cc1ccc(S(=O)(=O)N2CCOCC2)s1,/,?,0%,?,16%,/,/
COCCN(C(=O)Cc1cccs1)C(C(=O)NC1CCCC1)c1cc(OC)c(OC)c(OC)c1 (stereo not drawn),111*,20%,-4%,41%[activator],-28%,49*,2%
[O-][n+]1cccc(CO)c1,/,9%,2%,6%,/,/,/
Cc1c(NC(=O)Nc2cccc(Cl)c2Cl)c(=O)n(-c2ccccc2)n1C,-14,-6%,-8%,17%,13%,-4,9%
CCc1noc(C)c1C(=O)N1CCCC(N2CCN(c3cccc(Cl)c3)CC2)C1 (stereo not drawn),-3,?,3%,?,123%[activator],-4,-3%
CCOC(=O)CC(=O)CSc1ccc2nnc(-c3ccc(C)cc3)n2n1,-12,32%[activator],-1%,?,-9%,-3,7%
Cc1cccc(Cn2c(N3CCN(c4ccccc4)CC3)nc3c2c(=O)n(C)c(=O)n3C)c1,13,104%[activator],2%,-27%,-25%,-2,-2%
COC(=O)[C@@]1(Cc2ccc(F)cc2)[C@H]2c3cc(C(=O)N(C)C)n(Cc4ccc(OC(F)(F)F)cc4)c3C[C@H]2CN1C(=O)c1ccccc1,-8,2.3µM*,/,1.9µM*,229%[activator],-2,0%
CCOC(=O)C1CCN(C(=O)c2ccc(N(C)S(=O)(=O)c3ccc(OC)cc3)cc2)CC1,3,103%[activator],-2%,-6%,119%[activator],-4,2%
CCC(=O)Oc1ccc(C(=O)Nc2cccc(C(=O)c3ccccc3)c2)cc1,16,68%[activator],0%,7%,-8%,14,-16%
O=C1CC(NS(=O)(=O)c2ccc([N+](=O)[O-])cc2)CN1c1ccc(Cl)cc1 (stereo not drawn),/,-26%,3%,-2%,-41%,/,/
O=C(Cc1ccccc1)NC(Oc1ccccc1Cl)C(Cl)(Cl)Cl (stereo not drawn),-1,?,-5%,-10%,-18%,5,-3%
C/C=C1/C[C@@H](C)[C@](O)(CO)C(=O)OCC2=CCN3CC[C@@H](OC1=O)[C@@H]23,/,89%[activator],1%,34%[activator],-2%,/,/
CC(C)C1Oc2ccccc2N(CC(=O)N(Cc2ccccn2)C2CC2)C1=O (stereo not drawn),-2,28%,2%,?,16%,-1,0%
O=C1NC2(CCCCCC2)C(=O)N1Cc1ccccc1Cl,-7,3%,-2%,5%,-33%,1,-2%
CC(C)(C)c1ccc(Cn2ccc(-c3ccc4c(c3)OCO4)n2)cc1,43,?,7%,-4%,-35%,4,3%
CCc1ccc(NC(=O)CSc2nnc(Cn3c(=O)sc4ccccc43)n2C)cc1,4,-1%,-2%,7%,-2%,-2,6%
CCOC(=O)C1(Cc2cccc(OC)c2)CCN(Cc2ccccc2OC)CC1,-11,20%,-2%,11%,23%,-3,-1%
COc1cc(-c2nc(C(=O)NCC3CCCO3)cc3c2[nH]c2ccccc23)cc(OC)c1OC (stereo not drawn),2,6.6µM*,-9%,?,253%[activator],-3,?
COCCNC(=O)c1ccc2c(c1)nc(C)n2-c1cccc(Cl)c1,-16,-2%,-2%,4%,9%,-3,6%
Cc1[nH]nc(N=Cc2c(O)n(C)c(=O)n(C)c2=O)c1-c1ccccc1,-3,1%,2%,-9%,4%,-1,3%
CCOc1ccc(C(=O)C(C)OC(=O)c2nc(Cl)ccc2Cl)cc1 (stereo not drawn),/,93%[activator],-7%,23%,-1%,/,/
CCOC(=O)C1=NOC(CNC(=O)c2ccccc2Cl)C1 (stereo not drawn),17,-4%,-4%,0%,-8%,-4,-3%
O=C(C(Sc1ccccc1)c1ccccc1)N1CCN(c2ccccc2)CC1 (stereo not drawn),-12,?,-8%,?,-10%,-1,-1%
CC(C)c1ccc(Nc2nc(Cl)nc(Cl)n2)cc1,/,-94%,-5%,71%[activator],-17%,-1,1%

# Six records drawn at random from those above, as already listed:
SMILES,Shiga toxin inh,Pf growth 96h,Tb PYK inh,Pf growth 48h,AmpC no deterg,Cycloheximide cs,LmPK inh
[O-][n+]1cccc(CO)c1,/,9%,2%,6%,/,/,/
CCOC(=O)CC(=O)CSc1ccc2nnc(-c3ccc(C)cc3)n2n1,-12,32%[activator],-1%,?,-9%,-3,7%
COc1cc(-c2nc(C(=O)NCC3CCCO3)cc3c2[nH]c2ccccc23)cc(OC)c1OC (stereo not drawn),2,6.6µM*,-9%,?,253%[activator],-3,?
CC(C)(C)c1ccc(Cn2ccc(-c3ccc4c(c3)OCO4)n2)cc1,43,?,7%,-4%,-35%,4,3%
O=C(Cc1ccccc1)NC(Oc1ccccc1Cl)C(Cl)(Cl)Cl (stereo not drawn),-1,?,-5%,-10%,-18%,5,-3%
O=C(C(Sc1ccccc1)c1ccccc1)N1CCN(c2ccccc2)CC1 (stereo not drawn),-12,?,-8%,?,-10%,-1,-1%

# Next part
SMILES,Shiga toxin inh,Pf growth 96h,Tb PYK inh,Pf growth 48h,AmpC no deterg,Cycloheximide cs,LmPK inh
Cc1ccc(NS(=O)(=O)c2cc(C(N)=O)ccc2C)cc1,3,/,-1%,?,-6%,-4,2%
CN1CCN(C(=O)c2ccccc2N(Cc2ccccc2)S(=O)(=O)c2ccccc2)CC1,-6,75%[activator],1%,-14%,104%[activator],-3,-3%
CC(C)OC(=O)c1cccc(C(=O)Oc2ccc(Br)cc2)n1,22,104%[activator],4%,27%,-15%,1,-17%
Cc1cccc(NP(=O)(Oc2ccccc2)Oc2ccccc2)c1C,-1,?,-14%,?,-6%,-3,-3%
C#CCN(C(=O)CC1C(=O)NCCN1C/C=C/c1ccccc1)C1CCCCC1 (stereo not drawn),-7,4.7µM*,3%,-3%,108%[activator],2,-10%
Cc1nc2ccccc2nc1NS(=O)(=O)c1ccc(N)cc1,3,?,-10%,63%[activator],33%,3,0%
C=C(C)c1cccc(C(C)(C)NC(=O)Nn2cnnc2)c1,-3,?,-5%,-11%,-17%,-2,5%
CCN(CC)/C(=N\S(=O)(=O)c1ccc(F)cc1)c1ccccc1,-3,15%,1%,-8%,-7%,-5,0%
Cc1cc(C)n2c(SCC(=O)NC3CCCC(C)C3C)nnc2n1 (stereo not drawn),14,-20%,0%,-4%,-10%,-1,-7%
CCOC(=O)c1c(NC(=O)c2ccccc2C(=O)O)sc2c1CCCC2,-10,223%[activator],-6%,-8%,-27%,-1,1%
Cc1cc2c(s1)c1c(n2C)C(=O)N(Cc2ccccc2F)C1,/,?,/,?,147%[activator],/,/
CCOC(=O)C1(CC2CCCCO2)CCN(Cc2c(C)cc(C)cc2-n2cccn2)CC1 (stereo not drawn),3,23%,0%,?,76%[activator],-3,0%
COc1cc(C(=O)NCC(=O)OCC(=O)Nc2ncc(Cl)cc2Cl)cc(OC)c1OC,0,36%[activator],3%,45%[activator],-11%[11.4 µM],-2,3%
Cc1ccc2[nH]c3c(=O)n(CC(=O)N4CC(C)CC(C)C4)ncc3c2c1 (stereo not drawn),-6,-1%,-6%,35%[activator],38%,1,4%
O=C(Nc1ccccc1N1CCCC1)C1CCCO1 (stereo not drawn),/,25%,-4%,5%,-12%,/,/
O=C(COC(=O)C1CCCCC1C(=O)N1CCc2ccccc21)NCc1ccco1 (stereo not drawn),-12,-33%,5%,12µM*,29%,2,-4%
Cc1ccc(OCC(=O)O/N=C(\N)c2ccccn2)cc1,80*,472%[activator],2%,411%[activator],-6%[2.29 µM],50*,-18%
O=C(CCN1C(=O)/C(=C\c2ccccc2)SC1=S)NNC(=O)c1cccnc1,8,-47%,-5%,14%,-18%,2,-2%
CCOC(=O)c1cc(-c2ccc(F)cc2)n(CC(=O)NCc2cccnc2)c1C,2,2.6µM*,2%,?,31%,0,1%
COc1ccc(NC(=O)Nc2c(C)n(C)n(-c3ccccc3)c2=O)cc1,19,-27%,3%,11%,-2%,1,-2%
Cc1ccc(-c2ccnc3cc(C)nn23)cc1,28,40%[activator],2%,18%[0.00184 µM],-19%,-3,5%
COc1ccc(CNC(=O)COC(=O)CCN2C(=O)C3CC=CCC3C2=O)cc1OC (stereo not drawn),/,-8%,-1%,-17%,4%,/,/
CCCCCCCCCCCNC(=O)c1ccoc1C,3,?,0%,?,-25%,2,2%
CCOC(=O)c1[nH]c(C)c(C(=O)N(C)C)c1C,-13,24%,-3%,-3%,5%,8,6%
O=C(Nc1ccccn1)C1CCN(S(=O)(=O)c2ccccc2)CC1,/,382%[activator],-9%,341%[activator],-15%,/,/

# Two entries from above, with tabs:
smiles	Shiga toxin inh	Pf growth 96h	Tb PYK inh	Pf growth 48h	AmpC no deterg	Cycloheximide cs	LmPK inh
CCOC(=O)c1cc(-c2ccc(F)cc2)n(CC(=O)NCc2cccnc2)c1C	2	2.6µM*	2%	?	31%	0	1%
O=C(Cc1ccccc1)NC(Oc1ccccc1Cl)C(Cl)(Cl)Cl (stereo not drawn)	-1	?	-5%	-10%	-18%	5	-3%

# (cont.)
SMILES,Shiga toxin inh,Pf growth 96h,Tb PYK inh,Pf growth 48h,AmpC no deterg,Cycloheximide cs,LmPK inh
CCOc1ccc(-c2ccc(NS(=O)(=O)c3ccc([N+](=O)[O-])cc3)cc2)nn1,19,-1%,2%,22%,-46%,10,-3%
O=C1C=C(NCC2CCCO2)C2(CCCCC2)O1 (stereo not drawn),-16,-4%,0%,-11%,0%,-7,0%
O=C(Nc1cccc(F)c1)N1CCN(C(=O)c2ccco2)CC1,-9,-24%,6%,0%,-6%,2,0%
CCOC(=O)C1(CCOC)CCN(C(=O)c2ccc(CSC)o2)CC1,11,-23%,-2%,-20%,48%,5,-3%
CC1=C(C(=O)OCCc2ccccc2)C(c2ccsc2)NC(=O)N1C (stereo not drawn),-2,-21%,-8%,-4%,37%,5,1%
COc1ccccc1/C=C/C(=O)OCC(=O)Nc1nnc(-c2ccccc2)o1,/,17%,0%,33%[activator],-34%,/,/

# From PubChem BioAssay

# Hits appear at their usual frequency; any-hit rate near 22%.
